Compound activity from PubChem BioAssay.
LRH-1 inv ag = inverse agonists of human LRH-1 (NR5A2); O00482; HEK293T StAR-luciferase reporter, LRH-1 transfected, 24 h; inhibition, % at 3.6 µM; actives 0.13% (n = 360,000);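 active = inhibition above the mean inhibition of all tested compounds plus 3 SD, cut at about 73% in these data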;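 note: 0% = DMSO wells and 100% = reporter-only cells lacking LRH-1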
C8 TRAIL sens = caspase-8 TRAIL sensitization; NB7+C8 cells + TRAIL, ATPlite viability luminescence; inhibition (viability loss, TRAIL sensitization), % at 10 µM; actives 1% (n = 360,000); AID 624354;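 active = compounds causing at least 50% loss of cell viability in the single-dose screen, relative to plate controls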
NR2F2 inh = NR2F2 (human) inhibition, primary screen. HEK293T NGFI-A luciferase reporter, luminescence. actives 0.7% (n = 370,000). P24468. inhibition, % at 8.6 µM;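 active = inhibition above a per-plate cutoff, mean inhibition of test wells between control levels plus 3 SD, cut at about 38% in these data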;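 note: cells cotransfected with COUP-TFII expression vector driving the NGFI-A reporter; 0% = median of COUP-TF2 test wells and 100% = reporter-only cells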
CF NFkB block = cystic fibrosis NF-kB activation inhibition; AID 588850; inhibition, % at 5 µM; actives 0.86% (n = 360,000); KKLEB NF-kB-GFP reporter, PAF-induced, GFP fluorescence overnight;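 active = at least 50% inhibition at 5 µM, scaled per plate between neutral and stimulator controls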;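 note: PAF is a Pseudomonas aeruginosa culture filtrate used as stimulus; plate controls were PAF-stimulated DMSO wells for no effect and unstimulated DMSO wells for full effect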
Shn3 3UTR inh = Schnurri-3 reporter inhibition in Clone20 osteoblasts. Clone20 osteoblast Shn3 3'UTR firefly luciferase, 24 h. inhibition, % at 12.5 µM. actives 0.52% (n = 360,000);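 active = mean inhibition of at least 75% with every replicate also reaching 75%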;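 note: 0% = median of neutral control wells and 100% = pilot-screen positive control compound; some compounds past the cut are filed as inactive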
SRC3 inh = human NCOA3 inhibition | Q9Y6Q9 | HEK293 GAL4-SRC3 luciferase reporter, luminescence | inhibition, % at 3.6 µM | actives 0.17% (n = 360,000) | AID 588352;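 active = inhibition above a per-campaign cutoff, the mean of all compounds plus 3 SD, cut at about 60% in these data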;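 note: 0% = DMSO-treated cells and 100% = gossypol-treated cells at 36 µM; higher means less SRC3-driven luciferase light from the GAL4 reporter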
TWEAK Fn14 block = TWEAK-Fn14 signaling inhibition; TWEAK-stimulated Fn14 reporter cells, luciferase luminescence, 8 h; inhibition, % at 10 µM; actives 2% (n = 360,000); in the data active = inhibition above about 50%
TROY NFkB inh = blocks TROY-dependent signaling in reporter cells. Q293 LMP1-TROYcd NF-kB luciferase reporter, 4 h. inhibition, % at 10 µM. actives 0.98% (n = 360,000). AID 1347056;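 active = compounds whose plate-normalised and pattern-corrected inhibition of the luciferase reporter signal at the single screening dose is 50% or more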
EBV LMP1 NFkB = Epstein-Barr LMP1 NF-kappaB reporter inhibition. LMP1-induced NF-kappaB luciferase reporter cells, luminescence. actives 0.69% (n = 350,000). inhibition, % at 12.5 µM; in the data active = inhibition above about 41%;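 note: 0% = neutral control wells and 100% = reference inhibitor control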
KKLEB cytotox = reduces viability of KKLEB cystic fibrosis airway cells. KKLEB CF airway cells viability, ATPlite luminescence, overnight; hits give low values; cells stimulated with P. aeruginosa culture filtrate. activity change (cytotoxicity), % at 5 µM. actives 0.36% (n = 360,000);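 active = corrected activity change at or below -50% at 5 µM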
SRC1 inh = inhibits human SRC1 coactivator; HEK293 GAL4-SRC1 luciferase reporter, luminescence; inhibition, % at 3.6 µM; Q15788; actives 0.12% (n = 360,000);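 active = inhibition above the campaign mean plus 3 SD, with each screening campaign given its own cutoff, cut at about 60% in these data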;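 note: 0% = DMSO treated cells and 100% = gossypol at 36 µM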
Target sequence (Q15788 whole entry, looked up, the tested form may be a part): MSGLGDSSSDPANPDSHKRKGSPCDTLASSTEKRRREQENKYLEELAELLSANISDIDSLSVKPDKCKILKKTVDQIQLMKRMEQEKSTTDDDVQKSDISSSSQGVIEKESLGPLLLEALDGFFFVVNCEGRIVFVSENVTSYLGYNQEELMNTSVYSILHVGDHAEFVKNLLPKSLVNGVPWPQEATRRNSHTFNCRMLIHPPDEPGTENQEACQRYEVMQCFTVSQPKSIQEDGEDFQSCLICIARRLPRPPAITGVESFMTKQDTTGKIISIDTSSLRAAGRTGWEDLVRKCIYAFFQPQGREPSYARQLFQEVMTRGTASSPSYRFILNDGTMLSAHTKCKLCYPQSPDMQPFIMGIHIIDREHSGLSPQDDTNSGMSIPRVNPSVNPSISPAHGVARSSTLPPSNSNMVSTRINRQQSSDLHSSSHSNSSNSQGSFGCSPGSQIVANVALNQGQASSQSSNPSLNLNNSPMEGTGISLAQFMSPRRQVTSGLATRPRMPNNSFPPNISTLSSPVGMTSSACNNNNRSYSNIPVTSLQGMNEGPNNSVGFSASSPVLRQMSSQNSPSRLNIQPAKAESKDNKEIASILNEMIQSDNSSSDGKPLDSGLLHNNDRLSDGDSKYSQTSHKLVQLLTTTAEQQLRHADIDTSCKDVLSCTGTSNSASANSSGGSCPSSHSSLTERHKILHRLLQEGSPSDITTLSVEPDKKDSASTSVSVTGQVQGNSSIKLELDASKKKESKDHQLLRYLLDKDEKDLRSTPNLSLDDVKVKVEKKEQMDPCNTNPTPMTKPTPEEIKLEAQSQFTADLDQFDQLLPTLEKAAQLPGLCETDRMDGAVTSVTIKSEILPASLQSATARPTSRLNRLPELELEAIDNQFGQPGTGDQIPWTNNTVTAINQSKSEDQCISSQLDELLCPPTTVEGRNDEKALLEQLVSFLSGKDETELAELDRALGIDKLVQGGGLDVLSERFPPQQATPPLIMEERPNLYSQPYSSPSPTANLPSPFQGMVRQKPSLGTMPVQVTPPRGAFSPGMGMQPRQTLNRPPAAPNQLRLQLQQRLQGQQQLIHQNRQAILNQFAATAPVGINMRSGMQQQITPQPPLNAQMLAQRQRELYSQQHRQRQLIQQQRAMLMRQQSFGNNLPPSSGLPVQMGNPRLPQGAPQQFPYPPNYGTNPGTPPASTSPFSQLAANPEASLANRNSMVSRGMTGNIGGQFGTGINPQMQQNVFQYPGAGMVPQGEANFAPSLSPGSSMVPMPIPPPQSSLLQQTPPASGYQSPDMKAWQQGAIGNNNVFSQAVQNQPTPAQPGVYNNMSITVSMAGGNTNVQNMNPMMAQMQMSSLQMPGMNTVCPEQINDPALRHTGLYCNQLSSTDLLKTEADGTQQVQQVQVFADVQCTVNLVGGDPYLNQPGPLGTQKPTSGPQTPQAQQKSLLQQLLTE
* marks the source's active call; other numbers are inactive results; . = no result given. These rows are one share of the data (hit frequency here may not be typical).

SMILES	LRH-1 inv ag	C8 TRAIL sens	NR2F2 inh	CF NFkB block	Shn3 3UTR inh	SRC3 inh	TWEAK Fn14 block	TROY NFkB inh	EBV LMP1 NFkB	KKLEB cytotox	SRC1 inh
Cc1ccc(S(=O)(=O)N(Cc2ccccc2)C(C)C)cc1	-8.2	-4.5	16.3	16.5	10.5	13.1	4.5	14.8	1.4	-9.1	4.3
O=C(NCc1cccc(Cl)c1)c1cccc(S(=O)(=O)N2CCCC2)c1	1.9	-2.2	-2.8	3.7	-1.5	-1.3	-4.2	0.4	-2.6	-6.3	2.5
CC(=O)c1ccc(NC(=O)C2C3C=CC(C3=C(c3ccccc3)c3ccccc3)C2C(=O)O)cc1 (stereo unspecified)	-1.4	-6.0	11.8	-8.4	-0.4	3.3	14.9	-3.6	-1.1	5.0	0.3
COc1ccccc1NS(=O)(=O)c1cc(C(=O)NCC2CCCO2)ccc1C (stereo unspecified)	9.3	9.1	0.0	-0.4	-27.7	5.6	14.8	-7.6	3.6	-8.8	-16.8
N#C/C(=C1/CCCN1)c1ccccn1	-1.0	13.0	-13.1	-1.0	9.0	7.3	-7.1	-15.8	0.0	-3.3	1.0
CC1(C)CC(=O)C(C2C3=C(CC(C)(C)CC3=O)Oc3ccccc32)=C(O)C1 (stereo unspecified)	-1.4	-6.2	5.9	5.9	-0.6	15.6	4.5	14.4	0.0	4.3	-13.1
CCOC(=O)n1c(=O)oc2cc(S(=O)(=O)N3CCCCC3)ccc21	6.4	0.1	.	12.2	-24.6	6.3	14.4	17.8	-5.8	1.9	-4.5
COc1ccc(NC(=O)c2cc(-c3cc(F)ccc3OC)n[nH]2)c(C)c1	13.0	3.9	-13.8	-3.3	-9.0	-15.9	-8.6	-13.6	.	7.0	-18.7
C=CC[C@H](CC(=O)N(CCO)Cc1ccccc1)C(=O)N[C@H](COC(=O)[C@H](CC=C)CC(=O)OC(C)(C)C)Cc1ccccc1	11.3	13.6	1.6	-4.2	-1.8	8.3	18.7	11.2	-6.9	-5.5	0.8
COc1ccc(-c2cc(C(=O)N(C)CCc3ccc(OC)c(OC)c3)c3ccccc3n2)cc1	-3.2	-7.1	-13.2	34.3	3.2	11.4	-9.1	-25.7	10.1	-14.3	-80.5
COc1ccc(S(=O)(=O)N2CCN(C(=O)c3cc(-c4ccc(Br)cc4)n[nH]3)CC2)cc1OC	0.8	28.1	15.5	16.8	90.6*	14.6	37.7	42.6	17.5	-0.9	-27.7
CCCC(=O)NC(=S)Nc1ccc(C(C)=O)cc1	-81.0	6.1	-34.4	-6.4	-42.2	-47.6	1.4	-41.6	-14.8	11.4	-50.9
CCCCN(C(=O)c1ccc2c(c1)NC(=O)CS2)c1ccccc1	-5.1	17.9	18.6	12.7	9.3	-10.1	4.4	-2.9	-9.8	-6.7	10.5
O=C(C[C@@H]1C[C@@H]2c3cc(NS(=O)(=O)c4ccc(F)cc4)ccc3O[C@@H]2[C@H](CO)O1)N1CCc2ccccc2C1	-2.9	-4.8	1.9	-6.9	-126.0	-3.1	10.4	0.5	11.0	2.7	8.8
COc1cc(/C=C/C(=O)OCC(=O)N2CCc3ccccc32)cc(OC)c1OC	-4.7	2.3	-15.8	-20.6	3.9	-5.5	-3.8	-2.1	1.3	-1.0	-8.0
O=C(CCCN1C(=O)c2ccccc2C1=O)NCc1ccco1	5.2	-6.8	4.5	11.8	4.7	8.4	7.3	-8.0	7.8	0.2	-3.9
COc1ccc(Br)c(C(=O)NC2CCCC2)c1	-1.0	-2.5	5.6	12.1	4.9	10.2	9.4	3.2	-3.7	-0.9	0.8
CC(=O)OCC(=O)C12OC(C)(C)OC1CC1C3CC=C4CC(O)CCC4(C)C3CCC12C (stereo unspecified)	-13.2	-1.8	1.5	19.8	23.7	-8.3	10.4	-7.3	3.8	-15.5	5.3
CCOC(=O)[C@@H]1[C@H]2COc3cc(OC)ccc3[C@H]2N2C(=O)N(c3ccc(C)cc3)C(=O)[C@@]12C	-8.4	3.3	-10.8	4.3	4.5	0.9	-7.3	-3.0	-6.3	-4.5	-11.3
Cc1ccc(CNC(=O)Cn2c(=O)n(-c3ccccc3)c(=O)c3sccc32)cc1	-12.5	-3.4	-6.9	-39.6	1.6	11.8	38.2	15.0	-0.8	-0.5	-13.8
CCOc1ccc(N2CC(NC(=O)c3cccc4ccccc34)CC2=O)cc1 (stereo unspecified)	9.7	-18.4	-4.0	2.2	8.1	6.3	-22.3	2.7	4.1	10.5	2.2
S=C1NC[C@H](Cc2ccccc2)N1CCc1cccc2ccccc12	-3.0	0.7	2.9	17.0	-57.8	6.0	2.6	-14.3	9.3	-1.1	3.1
CCOC(=O)C1CCCN(C(=O)CCNS(=O)(=O)c2ccc(Br)cc2)C1 (stereo unspecified)	13.3	0.7	-0.7	-9.6	-14.0	-2.9	12.6	6.6	3.9	1.1	14.4
OC(c1ccc(F)cc1)c1ncc(-c2ccccc2Cl)[nH]1 (stereo unspecified)	-70.8	-11.6	-12.4	-13.3	-66.1	-86.7	-3.4	-59.3	.	4.6	-59.9
O=C(OCc1ccccc1)N1CCC2CC1c1cc(N3CCN(S(=O)(=O)c4cccc(C(F)(F)F)c4)CC3)ccc12 (stereo unspecified)	0.0	3.8	-15.4	6.5	30.4	1.1	-22.2	-4.1	7.5	-19.5	7.3
COc1ccc(Nc2cc(C)nc3ccc(C)cc23)cc1	17.5	-7.8	-0.4	-10.5	23.1	16.1	-22.6	-12.2	4.6	-0.4	8.4
CC(=O)Nc1ccc(C(=O)CSc2nc3ccc(C)cc3[nH]2)cc1	-41.1	14.1	-5.7	-10.7	-31.9	-4.8	-5.1	-46.4	-6.8	3.1	-24.9
COc1ccc(CCNC(=O)c2noc3c2CCCC3)cc1OC	4.8	-0.2	-5.4	-4.7	-4.6	8.2	-7.7	2.0	4.3	-9.3	-5.6
Nc1ccn(CC(=O)NCCCc2ccccc2)c(=O)n1	0.2	7.0	-4.5	13.9	-20.9	-12.1	-2.6	16.2	-1.3	-2.4	-9.0
C[C@@H](c1ccccc1)N1C[C@H]2CCCN2c2cc(Br)ccc2S1(=O)=O	-24.9	9.4	-5.1	20.0	4.5	1.1	25.6	-3.4	2.2	-10.2	8.6
COc1ccc(C2OC(=O)CC2C(=O)NC2CCCC(C)C2C)cc1OC (stereo unspecified)	-12.6	-9.2	8.9	2.1	-16.1	-6.8	-11.3	10.3	-30.7	-8.3	-25.9
O=C(Nc1nnc(-c2cccs2)o1)c1ccc(S(=O)(=O)N2CCOCC2)cc1	6.2	13.9	5.4	8.3	0.4	7.2	0.9	-8.6	4.9	-9.7	1.2
CCOC(=O)CC(=O)CSc1nc2c(sc(=S)n2-c2ccc(C)c(C)c2)c(=O)[nH]1	6.2	-14.1	-0.1	-12.2	12.8	1.9	25.7	2.1	11.7	7.5	3.2
CCOC(=O)N1CCC(=NNC(=O)c2ccc(O)cc2)CC1	-73.4	-6.1	-21.8	2.4	-3.5	-8.8	4.4	-9.1	-1.8	2.0	-28.1
Cc1ccc(CN2CCNC(=O)C2CC(=O)NCc2cc(C)n(C)n2)cc1 (stereo unspecified)	-29.2	-14.8	-3.5	-7.3	9.4	6.0	2.2	-1.4	3.3	7.9	-5.0
COc1ccc(N(C)C(=O)c2sc(Cl)nc2C)cc1	-20.7	-3.4	5.5	-12.2	4.7	-4.3	-1.1	5.8	-3.4	1.0	-2.2
COc1ccccc1/C=C/C1=NC(=C\C=C/c2ccccc2)/C(=O)O1	-0.3	8.2	-7.5	-1.1	4.8	-1.8	10.5	2.7	-1.5	8.3	-2.8
O=C(OC1CCOC1=O)c1ccc2ncsc2c1 (stereo unspecified)	4.9	9.2	-3.0	3.4	5.8	5.7	8.0	-0.9	0.4	-7.8	-30.9
CS(=O)(=O)O/N=C1\CCCCC1c1ccc([N+](=O)[O-])cc1[N+](=O)[O-] (stereo unspecified)	8.2	-14.9	30.0	1.8	3.9	11.0	8.7	-7.9	-1.4	5.8	-4.4
CC1(C)CC(=O)c2sc(NC(=O)C3COc4ccccc4O3)nc2C1 (stereo unspecified)	-32.5	-0.1	-24.0	12.4	-64.7	-50.7	-14.4	-60.6	-18.2	5.0	-74.0

Shn3 3UTR inh, what is marked active above.
molecule	LRH-1 inv ag	NR2F2 inh	CF NFkB block	Shn3 3UTR inh	SRC3 inh	TWEAK Fn14 block	EBV LMP1 NFkB	SRC1 inh
COc1ccc(S(=O)(=O)N2CCN(C(=O)c3cc(-c4ccc(Br)cc4)n[nH]3)CC2)cc1OC	0.8	15.5	16.8	90.6*	14.6	37.7	17.5	-27.7

Next results follow.
SMILES	LRH-1 inv ag	C8 TRAIL sens	NR2F2 inh	CF NFkB block	Shn3 3UTR inh	SRC3 inh	TWEAK Fn14 block	TROY NFkB inh	EBV LMP1 NFkB	KKLEB cytotox	SRC1 inh
COc1cc(OCc2ccccc2)c(OC)c(OCc2ccccc2)c1	-32.0	9.7	-14.8	43.7	10.4	-4.5	-4.7	-16.9	-9.4	-4.2	-5.6
Cc1ccccc1NC(=O)Cn1nnc(-c2ccc(CN3CCC(C)CC3)cc2)n1	4.4	-12.9	2.6	-17.9	35.7	4.9	-4.1	-18.6	-3.1	0.6	4.5
C=CC(=O)NC(NC(=O)C=C)c1ccc(Br)cc1	3.4	-1.8	6.4	2.7	-11.3	-4.2	2.2	-3.6	-8.8	-3.2	-6.2
Cc1nc(SCc2ccc(Cl)c(Cl)c2)ncc1C(=O)O	14.2	-4.5	9.0	18.8	-28.5	14.4	-25.2	7.3	-3.2	-9.1	-7.8
CCCN(C1CCS(=O)(=O)C1)S(=O)(=O)c1ccc2ccccc2c1 (stereo unspecified)	-22.0	9.4	1.1	-12.0	8.9	-4.5	-7.6	-2.6	-2.5	1.4	17.3
CC(NC(=O)CN1CCN(c2ncccn2)CC1)c1ccc(F)cc1 (stereo unspecified)	-8.2	5.9	-4.3	-11.4	-3.7	6.3	-22.0	6.3	3.3	-2.3	-17.8
CCN(C[C@H]1N[C@@](C)(C(=O)OC)[C@H]2C(=O)N(Cc3ccccc3)C(=O)[C@@H]12)C(=O)Nc1ccc(F)cc1	17.6	-6.2	-1.2	6.3	62.3	7.5	7.3	-12.8	-6.8	-2.5	-16.0
Cc1onc(C(=O)N2CCN(c3ccccc3F)CC2)c1-c1ccccc1Cl	8.7	-1.1	7.3	9.1	22.3	18.2	-16.3	9.8	0.4	-4.5	7.2
COc1cc(NC(=O)c2cc(-c3cccs3)on2)cc(OC)c1OC	-7.0	22.3	5.1	5.4	-30.2	7.8	14.9	8.5	-2.7	-10.8	7.5
Clc1cccc(CSc2ccc(-c3ccco3)nn2)c1	-1.1	6.2	-2.0	-16.4	-2.7	-14.1	-9.1	13.3	-13.3	-0.6	-52.3
Cc1cc2cc3c(cc2nc1SCC(=O)Nc1c(C)cccc1C)CCC3	3.4	3.8	-4.7	23.2	36.4	9.5	13.7	9.4	14.7	-9.6	6.2
OC[C@@H]1CN(Cc2ccc(Cl)cc2)C[C@H](n2cnc3c(NC4CCCC4)ncnc32)O1	14.6	-18.3	9.8	2.2	-2.1	3.5	11.2	16.5	.	7.7	4.3
COc1cccc(C(=O)O/N=C(\N)c2ccc([N+](=O)[O-])cc2)c1	-26.8	-1.2	-6.5	-21.9	.	-11.5	-20.0	-47.1	-26.4	19.7	-16.1
